# Compound activity from PubChem.
# aSyn yeast rescue = qHTS of alpha-syn Inhibitors: NCGC Sytravon Library Screen; S. cerevisiae alpha-synuclein toxicity rescue, BacTiter-Glo growth, 24 h; Potency, µM (series often up to 46.1 µM), inactives show top-dose growth rescue (activation), actives largely listed as activators; 94,000 tested, 0.02% active; active = well fitted activation curve with a large enough effect; inconclusive = small, poorly fitted or top-dose-only effect; also: 0% is about no effect
#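 Growth restoration measured by BacTiter-Glo luminescence after 24 hr at 30 deg C; alpha-synuclein yeast, raffinose-pregrown to mid-log, were added at OD600=0.02 in galactose medium onto pinned compounds.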
# * hit, by the source's call; ? = inconclusive; [ ] = remark or other dose. Potency is read from the fitted curve at half-maximal effect. Some of the compounds tested. The share of hits here may be higher or lower than overall.
compound	aSyn yeast rescue
COc1ccc(S(=O)(=O)N(CC(=O)NCc2cccnc2)c2ccc(C)cc2)cc1OC	8%
COc1ccc(C2CC(c3cccc(OC)c3)n3nc(N)nc3N2)cc1 (configuration not stated)	-3%
Fc1ccc(N=Cc2ccc[nH]2)cc1	-4%
CC(O)c1nc2ccccc2n1CCCOc1ccccc1 (configuration not stated)	11%
Cc1ccc(N2C(=O)CSC23C(=O)N(CC(=O)Nc2ccc(C(C)C)cc2)c2ccccc23)cc1C (configuration not stated)	3%
Cc1ccc(C(=O)Nc2cccc(C(=O)N/N=C/c3ccc(O)cc3)c2)cc1	-11%
Cc1ccc(CN(C(=O)c2ccccc2[N+](=O)[O-])c2ccccn2)cc1	7%
CCNC(=O)N1C[C@H]2CON(C)[C@H]2C[C@H]1c1ccccc1Br	2%
CCN(C(=O)c1cc2cc3ccc(OC)cc3nc2o1)c1cccc(C)c1	3%
CNC(=O)c1ccc(Nc2nnc(-c3ccc(C)c(S(=O)(=O)N(C)C)c3)c3ccccc23)cc1	-2%
Cc1c(NC(=S)Nc2ccccc2C(F)(F)F)cccc1[N+](=O)[O-]	1%
O=C(/C=C/c1ccc(O)c(O)c1)c1ccccc1O	-14%
O=C(NCC1CCCO1)c1cnc(Cl)c(Cl)c1 (configuration not stated)	2%
O=C(c1cc(=O)[nH]c2ccccc12)N1CCN(c2ccc([N+](=O)[O-])cc2)CC1	2%
CCCCn1c(=NC(=O)c2c(-c3c(F)cccc3Cl)noc2C)c(C(=O)OCC)cc2c(=O)n3ccccc3nc21	-11%
CC1CC(C)CN(C(=O)COC(=O)c2cc(S(=O)(=O)N3CCOCC3)ccc2F)C1 (configuration not stated)	0%
Fc1ccc(-c2csc(N3CCSCC3)n2)cc1	-13%
CCc1ccccc1NC(=O)CSc1nnc(CC)c(CC)n1	16%
C[C@@H]1CN([C@H](C)CO)C(=O)c2c(c3ccccc3n2C)-c2ccccc2CO[C@H]1CN(C)C(=O)CCC(F)(F)F	5%
CCN(CC)S(=O)(=O)c1ccc(NC(=O)[C@@H](NC(=O)c2cc(OC)cc(OC)c2)C(C)C)cc1	-10%

# Another view of part of the listing above:
> COc1ccc(S(=O)(=O)N(CC(=O)NCc2cccnc2)c2ccc(C)cc2)cc1OC
  aSyn yeast rescue: 8%
> COc1ccc(C2CC(c3cccc(OC)c3)n3nc(N)nc3N2)cc1 (configuration not stated)
  aSyn yeast rescue: -3%
> Fc1ccc(N=Cc2ccc[nH]2)cc1
  aSyn yeast rescue: -4%
> CC(O)c1nc2ccccc2n1CCCOc1ccccc1 (configuration not stated)
  aSyn yeast rescue: 11%

# Further entries.
compound	aSyn yeast rescue
O=C(NCCSCc1ccco1)Nc1cc(Cl)cc(Cl)c1	-66%[inhibitor]
COc1ccc(-c2onc(C)c2C)cc1S(=O)(=O)NCCc1ccccc1	8%
CCOC(=O)N1CCN(S(=O)(=O)c2ccc(C(=O)NNc3nc4ccc(Cl)cc4s3)cc2)CC1	2%
FC(F)(F)c1ccc(C2=Nc3ccccc3NC(c3cccs3)=N2)cc1	-12%
Cc1cc2oc(C(=O)Nc3ccc(S(=O)(=O)Nc4ncccn4)cc3)cc(=O)c2cc1C	-10%
CCN(CC)CCCNC(=O)c1cc(-c2ccc(OC)c(OC)c2)on1	-4%
O=C(c1cccn1-c1nnc(N2CCCCC2)s1)N1CCN(c2ccc(Cl)cc2)CC1	-17%
COc1ccc(NCc2cc3ccc(OC)cc3n(CC(=O)Nc3ccc(C)c(C)c3)c2=O)cc1	9%
N#C/C(=C\c1ccc(-c2cccc([N+](=O)[O-])c2)o1)C(=O)NCCN1CCOCC1	-9%
O=S(=O)(c1cnc(Cl)c(Br)c1)N1CCc2ccccc21	-8%
Fc1ccc(N2CCN(C(=S)NCc3ccco3)CC2)cc1	0%
c1ccc(CN2CCC(=NNc3nc4ccccc4[nH]3)CC2)cc1	8%
Cc1nn(-c2ccccc2C(F)(F)F)c(=O)c2noc(C)c12	-4%
O=C(Cn1cc(C(=O)c2ccco2)c2ccccc21)Nc1ccccc1C(F)(F)F	-7%
Cc1cc(-c2ccc(S(=O)(=O)Nc3cccc(C)c3C)s2)on1	5%
Nc1c(C(=O)Nc2cccc(F)c2)c2ccccn2c1C(=O)c1ccccc1	-14%
CCCS(=O)(=O)NCCc1csc2nc(-c3ccc(C)cc3)nn12	1%
COc1cccc(N2CCN(c3ncnc4c3c(-c3ccccc3)cn4-c3cccc(C(F)(F)F)c3)CC2)c1	-3%
COc1cc(S(=O)(=O)N2CCN(C(=O)c3cccs3)CC2)ccc1NC(C)=O	3%
CSc1cccc(NC(=O)Cn2nnc(C(=O)NCCc3ccccc3)c2N)c1	3%
COc1ccc(NC(=O)N(C)[C@H]2C[C@H]3c4[nH]c5ccc(-c6cccc(C)c6)cc5c4CCN3C[C@H]2[C@H](C)O)cc1	-14%
O=C(OCc1cc(=O)n2nc(-c3cccs3)sc2n1)c1ccccc1Cl	0%
COc1ccc2c(c1)c(C(=O)N/N=C/c1ccccc1Cl)c(C)n2C	-10%
O=C(CSc1nc2ccsc2c(=O)n1Cc1ccccc1Cl)NCc1ccc(F)cc1	2%
O=C(COc1ccc(Cl)cc1)Nc1sc2c(c1C(=O)Nc1cccc(Cl)c1)CCCC2	-41%[inhibitor]
COc1ccc(CCC(=O)Nc2ccc(S(=O)(=O)N3CCOCC3)cc2)cc1	4%
CCN(CC)CCN(C(=O)CCOc1ccccc1)c1nc2c(F)cc(F)cc2s1	6%
CCc1nnc(SCc2ccc(F)cc2Cl)c2cc3sccc3n12	-12%
Cc1ccccc1NC(=O)c1ccc2nc(Cc3ccccc3)oc2c1	2%
CCCNC(=O)Cn1c(=O)cc(C)c2c(C)nn(-c3cccc(F)c3)c21	0%
Cc1cn([C@H]2C[C@H](O)[C@@H](CNCc3cnc(N4CCOCC4)s3)O2)c(=O)[nH]c1=O	0%
CCC1CN(C(=O)Nc2ccccc2F)c2cc(C)ccc2O1 (configuration not stated)	1%
C[C@H](CO)N1C[C@H](C)[C@H](CN(C)Cc2ccncc2)Oc2cc(-c3ccccc3F)ccc2S1(=O)=O	6%
CC(=O)Nc1ccc(S(=O)(=O)NCC2CCC(C(=O)NCCc3ccc(C)cc3)CC2)cc1 (configuration not stated)	-7%
COc1cccc(NC(=O)CSc2cc(=O)n(C)c3ccc(Cl)cc23)c1	-6%
CCN1C(C(=O)c2ccccc2)=C(NC(=O)c2ccc(Cl)cc2)c2ccccc2S1(=O)=O	2%
CC(=O)Nc1cccc(/C(C)=N/NC(=O)c2ccc(NS(=O)(=O)c3cccs3)cc2)c1	-14%
Cc1cccc(C)c1NC(=O)CN1CCN(C(=O)CCC(=O)N2CCC(c3ccccc3)=N2)CC1	6%
CCN(CC)C(=O)C1=C(C)N(CCC2=CCCCC2)C(=O)C(CC(=O)NCc2cccs2)C1 (configuration not stated)	-6%
CCSc1ncc(Cl)c(C(=O)Nc2nc3ccc(OC)cc3s2)n1	0%
CN1CCN(c2ccc(NC(=O)COc3ccc4ccccc4c3)cc2)CC1	-1%
COc1ccc(-c2c3c(=O)n(C)c(=O)n(C)c3c3n2-c2ccccc2NC3c2ccc(OC)cc2)cc1 (configuration not stated)	2%
Cc1ccc(OCC(=O)Nc2nc(-c3ccc(Br)cc3)ns2)cc1C	-11%
CCCCOC(=O)c1ccc(NC2=NS(=O)(=O)c3ccccc32)cc1	-7%
COc1ccccc1NS(=O)(=O)c1cc(NC(=O)c2cc[n+]([O-])cc2)ccc1N1CCCC1	-5%
O=C(Cc1ccc(NC2=NC3CS(=O)(=O)CC3S2)cc1)NCc1ccccc1 (configuration not stated)	-8%
CCCCN1CC(O)=C(c2nc(-c3ccc(Br)cc3)cs2)C1=N	6%
CCOC(=O)c1cc(-c2ccc(C)cc2)n(CCC(=O)Nc2cc(Cl)ccc2C)c1C	0%
COc1ccccc1N1C(=O)C=C(Sc2nc(C)cc(C)n2)C1=O	-74%[inhibitor]
COC(=O)c1cc2sccc2n1Cc1ccc(F)cc1Cl	-15%
CCN(CC)C(=O)C1=C(C)N(Cc2ccc(F)cc2)C(=O)C(CC(=O)NCCN2CCOCC2)C1 (configuration not stated)	-4%
COC(=O)N=Nc1c(O)n(Cc2ccccc2)c2ccccc12	-2%
CCN(CCCNC(=O)CCC(=O)N1CCOc2ccccc21)Cc1ccccc1	-9%
Cc1c(NC(=O)c2cc(-c3cccc(O)c3)on2)c(=O)n(-c2ccccc2)n1C	-6%
CCCCn1cc(S(=O)(=O)c2cc(C)ccc2C)c(=O)c2cc(F)c(N3CCC(C)CC3)cc21	-10%
COCCN(C(=O)CSc1n[nH]c(-c2ccccc2)n1)c1c(N)n(CC(C)C)c(=O)[nH]c1=O	4%
COc1cc(Cl)c(C)cc1NC(=O)c1cc2c(=O)oc3ccccc3c2s1	2%
COc1ccccc1Nc1sc(C(=O)c2ccc(C)cc2C)c(N)c1S(=O)(=O)c1ccccc1	-5%
CCc1ccccc1NC(=O)c1ccc2c(c1)c(C)c(C)n2Cc1ccccc1	6%
CCCCN1C(=O)CN(C2CCCCCC2)C(=O)C1c1ccc(OCC)c(OC)c1 (configuration not stated)	1%

# Carrying on.
compound	aSyn yeast rescue
COc1ccc(/C=N/NC(=O)c2ccc(CN3c4cccc5cccc(c45)S3(=O)=O)cc2)cc1	-11%
COc1ccccc1NS(=O)(=O)c1cc(N/C(=N/S(=O)(=O)c2ccccc2)c2ccc(F)cc2)ccc1Cl	12%
CCCCN(CC)C(=O)CSc1nc2c(sc3ccccc32)c(=O)n1CCc1ccccc1	2%
CSc1cccc(NC(=O)CCc2ccccc2)c1	9%
CCOC(=O)Cn1c(-c2ccccc2)ccc(C#N)c1=O	4%
Cc1ccc(S(=O)(=O)N(CC(=O)NCc2ccncc2)Cc2ccc(F)cc2)cc1	-4%
N#Cc1c(-n2ncnc2-c2cccc(Cl)c2)sc2c1CCCCC2	-3%
CSc1ccc2c(c1)C(N1CCN(C)CC1)Cc1ccccc1S2 (configuration not stated)	-10%
C=CCC1(O)C(=O)N2C(=C1C(=O)OCC)c1ccc3ccccc3c1CC2(C)C (configuration not stated)	-2%
CCC(=O)N1CCc2cc(CNC(=O)c3ccc(F)cc3)ccc21	-1%
CCOc1ccc(NC(=O)Cn2c(=O)n(-c3ccc(C)cc3)c(=O)c3cc(OC)c(OC)cc32)cc1	-5%
CCc1ccc(NC(=O)Cn2c(=O)n(-c3cc(C)cc(C)c3)c(=O)c3oc4ccccc4c32)cc1	5%
Cc1cccc(-c2nc3c4c(-c5ccccc5)c(-c5ccccc5)oc4ncn3n2)c1	-6%
O=C(CN1CCN(S(=O)(=O)N2CCCCC2)CC1)Nc1cc(Cl)ccc1Cl	1%
CC(=O)c1ccc(N2CCN(C(=O)CCS(=O)(=O)c3ccc4c(c3)oc(=O)n4C)CC2)cc1	-8%
COc1cccc(CNC(=O)Cn2ncn3cccc3c2=O)c1OC	-1%
Cn1cc(SCC(=O)N2CCCc3ccccc32)c2ccccc21	-3%
COC1=Nc2ccccc2/C=C\c2ccccc21	6%
COc1ccc(C=C2CS(=O)(=O)CC(=Cc3ccc(OC)cc3)C2=O)cc1	-72%[inhibitor]
Cc1c(C(=O)O)sc2nc(-c3cccs3)cc(C(F)(F)F)c12	1%

# Given field by field: 3 of the compounds above.
CCc1ccc(NC(=O)Cn2c(=O)n(-c3cc(C)cc(C)c3)c(=O)c3oc4ccccc4c32)cc1
  aSyn yeast rescue: 5%

Cc1cccc(-c2nc3c4c(-c5ccccc5)c(-c5ccccc5)oc4ncn3n2)c1
  aSyn yeast rescue: -6%

O=C(CN1CCN(S(=O)(=O)N2CCCCC2)CC1)Nc1cc(Cl)ccc1Cl
  aSyn yeast rescue: 1%

# (list continues)
compound	aSyn yeast rescue
CCOC(=O)c1cnc(SCC(=O)OCC(=O)N(CC)C2CCS(=O)(=O)C2)nc1N (configuration not stated)	-2%
CC(=O)N1CCCc2cc(S(=O)(=O)N3CCCC(C(=O)Nc4ccc(F)cc4F)C3)ccc21 (configuration not stated)	-7%
Cc1ccc(C)c(N2CCN(C(=O)c3cccn4c(=O)c5sccc5nc34)CC2)c1	7%
CC(=O)c1ccc(NC(=O)CCNS(=O)(=O)c2ccccc2F)cc1	5%
CSc1nc2cc(C)nn2c(-c2ccc(C(C)(C)C)cc2)c1C#N	-19%
COc1ccccc1C(=O)Nc1ccc2nc(SCC(=O)N3CCCC3)sc2c1	-7%
O=C(Cn1nc2sc3ccccc3n2c(=O)c1=O)c1ccc(Cl)cc1	-1%
CC1CCCCC1NC(=O)c1cccc(NC2=NC3CS(=O)(=O)CC3S2)c1 (configuration not stated)	-6%
Cc1noc(C)c1S(=O)(=O)Nc1ccc(C(=O)Nc2ccc(C(C)C)cc2)cc1	-9%
CCN1CCC(N(Cc2ccc3c(c2)OCO3)C(=O)Nc2cc(F)ccc2F)CC1	1%
COc1ccc(CCNC(=O)c2nc(-c3ccc(Cl)cc3)n3c2CCCCC3)c(OC)c1	?
CCOc1ccc(NC(=O)N2CCC(CN3CCC(C)CC3)CC2)cc1	-15%
CCCOc1ccc(-c2nc(SC)[nH]c(=O)c2C#N)cc1OC	-7%
Cc1ccc2ccc3cc(C(=O)N4CCN(c5ccccc5)CC4)nc3c2[nH]1	12%
NS(=O)(=O)c1cc(C(=O)OCCNC(=O)c2ccccc2)c(Cl)cc1Cl	0%
COC(=O)c1cc2oc3ccccc3c2n1Cc1ccc(Cl)cc1	-9%
